CHRM1 antagonist – antagonists of human M1 muscarinic receptor; P11229; CHO-K1 hM1, Fluo-8 calcium fluorescence, ACh EC80 antagonist; inhibition, % at 3 µM; hit rate 1.3% among 360,000;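 active = percent inhibition above its own plate's cutoff, namely the mean of that plate's compound wells plus 3 SD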;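 also: peak over basal fluorescence ratio during 140 s after agonist addition; 0% = ACh EC80 plus DMSO and 100% = DMSO alone without agonist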
M5 antag – antagonists of human muscarinic M5 receptor (CHRM5). AID 624040. hit rate 0.59% among 360,000. CHO-hM5 cells, Fluo-8 calcium fluorescence, ACh EC80. P08912. inhibition, % at 3 µM;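 active = inhibition above a per-plate cutoff, the mean of that plate's test compounds plus 3 SD, cut at about 27% in these data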;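 also: 0% = acetylcholine EC80 with DMSO and 100% = DMSO without agonist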
M4 antag – blocks acetylcholine activation of human M4 receptor. inhibition, % at 3 µM. P08173. hit rate 0.73% among 360,000. CHO-hM4 cells, ACh EC80, Fluo-8 calcium fluorescence;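 active = inhibition above its plate's cutoff, the mean inhibition of sample wells plus 3 SD, cut at about 27% in these data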;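 also: 0% = acetylcholine EC80 with DMSO and 100% = DMSO without agonist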
Target sequence (P08173 whole entry, looked up): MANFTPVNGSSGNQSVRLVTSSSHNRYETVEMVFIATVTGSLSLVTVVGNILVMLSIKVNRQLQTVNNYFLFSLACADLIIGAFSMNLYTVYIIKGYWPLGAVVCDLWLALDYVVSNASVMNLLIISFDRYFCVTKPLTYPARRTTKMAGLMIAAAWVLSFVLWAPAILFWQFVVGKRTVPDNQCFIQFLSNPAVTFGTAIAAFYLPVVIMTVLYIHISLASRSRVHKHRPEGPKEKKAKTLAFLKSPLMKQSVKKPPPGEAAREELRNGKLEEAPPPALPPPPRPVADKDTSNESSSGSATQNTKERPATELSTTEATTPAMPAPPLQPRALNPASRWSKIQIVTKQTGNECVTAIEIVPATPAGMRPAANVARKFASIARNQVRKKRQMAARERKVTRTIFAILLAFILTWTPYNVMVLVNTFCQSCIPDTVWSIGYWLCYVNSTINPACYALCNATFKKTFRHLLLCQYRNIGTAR
TAAR1 ag – agonists of human TAAR1 | Q96RJ0 | CHO RD-HGA16 TAAR1, Fluo-8 calcium fluorescence; vehicle wells 0%, saturating PEA agonist 100% | activation, % at 3 µM | hit rate 0.99% among 360,000 | AID 624467;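 active = activation above the mean activation of all test compounds in the run plus 3 SD, cut at about 38% in these data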
Target sequence (Q96RJ0 whole entry, looked up): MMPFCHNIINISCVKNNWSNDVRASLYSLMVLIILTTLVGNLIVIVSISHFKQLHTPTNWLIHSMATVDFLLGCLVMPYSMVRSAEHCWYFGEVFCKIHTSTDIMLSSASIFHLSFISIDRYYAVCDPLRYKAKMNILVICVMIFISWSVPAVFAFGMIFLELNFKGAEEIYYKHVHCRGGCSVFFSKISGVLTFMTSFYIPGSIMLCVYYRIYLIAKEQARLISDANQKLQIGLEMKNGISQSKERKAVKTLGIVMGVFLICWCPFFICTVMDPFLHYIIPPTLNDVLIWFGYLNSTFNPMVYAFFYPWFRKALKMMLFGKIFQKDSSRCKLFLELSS
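System: CHO-derived RD-HGA16 cells with stable Gα16 and human TAAR1 / Times: 17-24 h plating, Fluo-8 75 min 37 °C, 30 min RT / Technique: calcium-sensitive Fluo-8 signal, excitation 470-495, emission 515-575 nm / Measure: % activation relative to PEA EC100 response / Benchmarks: DMSO and PEA EC100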
M1 PAM – positive allosteric modulators of human M1 muscarinic receptor; activation, % at 3 µM; AID 588819; CHO-K1 hM1, Fluo-8 calcium fluorescence, ACh EC20; 0% = ACh EC20, 100% = maximal ACh; hit rate 0.088% among 360,000; in the data active = activation above about 19%, passing the limit was not always enough
CHRM4 agonist – agonists of human muscarinic M4 receptor (CHRM4); P08173; CHO-K1 hM4/Gqi5, Fluo-8 calcium fluorescence; vehicle 0%, full acetylcholine response 100%; activation, % at 3 µM; hit rate 0.14% among 360,000; AID 624127;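 active = activation above the run mean over all test wells plus 3 SD, cut at about 32% in these data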;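 also: peak over basal fluorescence ratio per well then scaled between controls; 0% = DMSO wells and 100% = acetylcholine at EC100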
M1 ag – human M1 muscarinic receptor agonism; P11229; CHO-K1 hM1, Fluo-8 calcium fluorescence, agonist mode; 0% DMSO, 100% acetylcholine EC100; activation, % at 3 µM; hit rate 0.33% among 360,000; AID 588814;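 active = activation above the run's mean compound activation plus 3 SD, cut at about 16% in these data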;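 also: peak over basal fluorescence ratio within a 140 s kinetic read after compound addition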
M5 ag – agonists of human muscarinic M5 receptor (CHRM5) | activation, % at 3 µM | AID 624037 | hit rate 0.19% among 360,000 | P08912 | CHO-K1 hM5 cells, Fluo-8 calcium fluorescence; 0% DMSO wells, 100% maximal acetylcholine response;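 active = activation above the run's mean over test compounds plus 3 SD, cut at about 23% in these data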;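 also: signal is peak over basal fluorescence ratio across the kinetic read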
M5 PAM – CHRM5 positive allosteric modulation; activation, % at 3 µM; P08912; hit rate 0.3% among 360,000; AID 624038; CHO-K1 hM5, Fluo-8 calcium, ACh EC20 PAM; 0% = ACh EC20, 100% = ACh EC100;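 active = activation above the run cutoff, the mean activation of all test compounds plus 3 SD, cut at about 18% in these data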
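System: CHO-K1 cell line with stable human muscarinic M5 receptor expression | Also added: EC20 acetylcholine as agonist stimulus | Compound: One concentration, 3 µM final (nominal) | Timing: Fluo-8 loading 80 min at 37 °C plus 30 min room temperature | Measured by: Fluo-8 calcium dye fluorescence, kinetic read | Read-out basis: % activation, ACh-normalized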
Starred values were filed as active, the others as inactive.

SMILES	CHRM1 antagonist	M5 antag	M4 antag	TAAR1 ag	M1 PAM	CHRM4 agonist	M1 ag	M5 ag	M5 PAM
Cc1ccccc1C(=O)NNC(=O)c1ccoc1C	-12.4	9.0	2.5	10.8	5.9	0.7	0.0	-0.8	-8.3
Cn1c(=S)c2[nH]c(SCCC(C)(C)C)nc2n(C)c1=O	-10.6	9.2	-19.1	0.5	11.0	0.3	-0.8	2.1	-7.0
C/C(Cn1nnc2ccccc21)=N\OC(=O)c1cc(F)c(F)cc1Cl	-14.3	2.2	-6.9	2.6	16.5	2.4	-10.4	-1.1	1.7
CCCN(CC(=O)Nc1ccccc1C)C(=O)c1ccc(N2CCCC2=O)cc1	-13.5	-1.1	-7.5	8.4	9.6	2.7	-2.9	4.0	7.1
CS(=O)(=O)c1ccc(Cl)c(NC(=O)COC(=O)CNC(=O)c2sc3ccccc3c2Cl)c1	1.0	4.7	-11.5	2.6	5.2	1.2	0.0	1.7	-1.3
CCCC(=O)Nc1nn(C)c2nc3c(C)cccc3cc12	-7.9	8.3	8.4	-0.8	-2.8	-0.2	-3.5	-3.5	-3.7
COc1ccc(CCNC(=O)c2ccc(-c3cccc([N+](=O)[O-])c3)o2)cc1OC	8.9	10.1	4.4	25.1	-7.8	8.4	-4.5	-0.8	-14.0
Cc1ccc(SCc2cc(=O)[nH]c(N3CCCCC3)n2)cc1	11.2	-1.7	5.4	12.3	0.1	0.1	-1.4	2.0	0.6
COc1ccc(C)cc1C(=O)CCC(=O)Nc1ccccc1N1CCOCC1	-13.0	-1.6	4.9	1.6	8.1	1.4	-0.6	-9.4	3.2
COC(=O)c1cn(-c2ccccc2)c(C)c1C(=O)OC	10.7	3.1	5.5	2.2	-2.5	-1.7	-3.3	-0.2	-3.1
N=c1sccn1CC(=O)Nc1ccc(Cl)cc1[N+](=O)[O-]	-7.8	3.8	-1.0	3.0	3.8	0.6	-6.4	-4.1	-2.9
O=C(CSc1nnc(-c2ccco2)o1)N1c2ccccc2CCc2ccccc21	-1.9	-0.2	4.2	1.8	-2.5	5.2	-7.0	-3.1	-2.4
CSCCC(NC(=O)C12CC3CC(CC(C3)C1)C2)C(=O)OCC(=O)c1ccccc1 (stereo not drawn)	-1.2	12.8	-0.6	-0.9	-4.0	0.6	-1.4	-0.5	-5.2
CC1=CC(C)C2C(=O)N(CCC[N+](C)(C)C)C(=O)C2C1 (stereo not drawn)	6.8	2.1	-3.6	6.4	-10.6	0.8	-10.3	-9.3	7.4
O=c1[nH]c(CSc2nnc(NCCCN3CCOCC3)s2)nc2cc(Cl)ccc12	6.9	4.7	-2.1	4.3	-2.4	0.5	-7.4	-0.6	3.9
COc1ccc(N(CC(=O)Nc2cc(Cl)ccc2OC)C2=NC3CS(=O)(=O)CC3S2)cc1 (stereo not drawn)	-6.0	2.1	-5.0	1.5	0.8	0.9	-1.8	1.0	-4.9
Cc1ccc(S(=O)(=O)N(CC(=O)NN=C2CCN(C)CC2)c2ccc(C(C)C)cc2)cc1	-9.6	0.6	1.7	8.1	14.8	0.3	-6.6	-2.7	11.9
Cc1ccc(OCc2nnc(SCC(=O)Nc3cc(C)on3)n2C)cc1	-10.6	7.7	-7.1	1.0	4.1	0.4	-2.0	-1.6	-8.0
CN(Cc1ccccc1)C(=O)CN1C(=O)C2C3C=CC(C3)C2C1=O (stereo not drawn)	1.0	-2.2	5.7	18.7	-0.8	-0.6	-5.0	-1.6	9.7
CCCC(=O)N1CCCC(c2cc(C(=O)NCc3cccnc3)no2)C1 (stereo not drawn)	-13.2	-1.3	-1.1	-0.1	8.9	1.0	-5.6	1.0	-0.8
O=C(/C=C/Nc1ccccc1Br)c1ccccn1	-19.0	-8.8	-1.2	12.0	13.1	1.4	1.2	1.1	2.6
CC(=O)C1=C(O)C(=O)N(Cc2cccnc2)C1c1ccc(C(C)C)cc1 (stereo not drawn)	-1.4	2.4	4.7	8.3	5.8	1.4	-3.0	2.0	10.1
CCC(CC)C(=O)OCC(=O)Nc1cccc(S(=O)(=O)N(C)c2ccccc2)c1	18.4	12.8	11.1	1.0	-23.5	20.9	-5.7	2.2	-16.3
CCN(CC(=O)NCc1cccs1)C(=O)c1cccc(S(=O)(=O)Nc2ccccc2OC)c1	13.2	0.5	4.1	-0.3	-2.4	1.7	-2.2	-3.4	-1.0
Cc1cccc(-c2noc(CN(C)C(=O)c3ccc4c(c3)OCO4)n2)c1	-20.1	6.8	-4.8	-3.1	6.5	8.4	1.5	3.9	-3.9

Continued:
SMILES	CHRM1 antagonist	M5 antag	M4 antag	TAAR1 ag	M1 PAM	CHRM4 agonist	M1 ag	M5 ag	M5 PAM
Cc1cc(NC(=O)CN2C(=O)NC(Cc3ccccc3)C2=O)no1 (stereo not drawn)	-3.1	2.2	7.1	14.0	4.8	0.3	0.4	-1.5	-2.7
O=C(COC(=O)c1ccc(O)cc1)NCc1ccc2c(c1)OCO2	1.8	-7.1	-5.8	14.2	0.9	4.0	-1.1	-0.4	0.4
CN(Cc1ccc2nsnc2c1)Cc1nc(Cc2cccc(F)c2)no1	-0.3	1.9	-6.7	-3.0	6.0	0.1	-5.3	-2.5	0.9
O=C(Nc1ccc(F)cc1)N1CCCC(c2nc3c(nnn3Cc3ccccc3Cl)c(=O)[nH]2)C1 (stereo not drawn)	5.9	5.7	2.4	5.2	-1.2	8.3	-10.5	2.4	-7.4
COc1ccc([N+](=O)[O-])cc1-c1[nH]c(-c2ccc(C(=O)O)cc2)nc1-c1ccccc1	-11.5	-13.8	-0.7	-0.5	5.6	-0.2	-5.7	-1.9	-1.1
c1ccc(Oc2nc(N3CCOCC3)nc(N3CCOCC3)n2)cc1	-10.9	-5.0	-7.3	2.5	7.2	-0.2	-5.7	-1.7	-0.7
Cc1cc(NC(=O)CSc2cn(CCNC(=O)c3ccc(F)cc3)c3ccccc23)no1	-21.0	0.5	8.9	9.2	3.8	6.6	-1.6	0.7	-1.0
CCn1nc(C(=O)NCCc2ccc(S(N)(=O)=O)cc2)c2ccccc2c1=O	-13.0	-13.2	-0.7	3.9	10.5	3.1	-1.5	1.6	5.0
O=C(CNC(=O)c1ccccc1F)OCc1csc(-c2ccccc2)n1	-4.7	1.2	-9.2	-1.5	2.0	5.2	-8.3	-5.1	-8.0
Cc1ccc(-c2n[nH]c(=S)n2C)cc1Cl	-4.6	6.0	-7.4	2.6	6.1	2.1	-4.7	-2.2	-0.1
Cc1cccc(OCc2nnc(SCCC(=O)O)n2-c2ccccc2)c1	-11.5	10.1	5.0	-0.1	6.7	-0.1	-0.9	-1.6	9.2
Cc1cc2c(c(=O)o1)C(C(C)C)C(C#N)=C(N)O2 (stereo not drawn)	-3.5	-5.8	-5.2	1.5	1.7	0.4	-2.2	-4.8	1.8
Clc1ccc(Sc2ccccn2)cc1	17.1	-3.4	-10.9	1.4	-8.8	0.0	-0.1	1.7	1.6
O=C(c1ccc2nc(-c3ccco3)c(-c3ccco3)nc2c1)N1CCN(c2ccccc2)CC1	16.6	3.9	11.4	13.8	-13.8	9.7	-10.9	-2.3	-10.1
O=C(NC(C(=O)N/N=C/c1ccccc1)c1n[nH]c(=O)c2ccccc12)c1ccccc1 (stereo not drawn)	-1.7	2.5	-0.1	6.8	4.2	1.9	-2.6	-1.6	-3.8
O=C(c1ccccc1)n1ccc2ccccc21	-30.1	-0.4	-2.5	5.7	-1.6	-1.4	-6.1	-6.8	8.1
COc1ccc(C=O)cc1COc1ccc([N+](=O)[O-])c(C)c1	-4.8	-7.2	4.9	-1.3	7.7	0.4	-10.2	-2.1	1.7
O=C(/C=C/Nc1ccccc1)c1ccc(Cl)cc1Cl	-17.7	7.2	-2.7	4.0	4.3	0.5	-2.3	-2.9	1.1
CC1CCN(c2ccc(NC(=O)c3ccc(Br)o3)cc2)CC1	-6.5	5.4	-4.2	-1.4	1.8	1.0	-2.8	-4.5	-3.3
Cc1cccc(C(=O)Nc2c(C(=O)N(C)C)cnn2-c2ccccc2)c1	-22.1	5.2	-13.8	1.2	13.1	0.7	0.1	-4.1	-1.8
CCCc1cc(=O)oc2c(C)c(OCC(=O)N3C[C@H]4C[C@@H](C3)c3cccc(=O)n3C4)ccc12	1.8	4.0	-1.4	5.0	4.2	0.2	-10.7	0.4	0.8
CCNC(=S)N(CCc1c(C)[nH]c2ccc(C)cc12)Cc1cc(OC)c(OC)c(OC)c1	14.7	-1.1	-5.1	0.3	-8.9	5.6	2.2	1.8	-2.1
CC(C)Cc1nnc(NC(=O)CCC(=O)NC2CCCc3ccccc32)s1 (stereo not drawn)	-8.0	-3.0	-7.8	2.9	5.0	0.1	-4.7	-3.0	0.5
Cc1ccc(N(CC(=O)NCc2ccc(F)cc2)S(=O)(=O)c2c(C)n[nH]c2C)cc1	-20.7	-2.8	-20.9	-0.8	7.9	1.6	-4.0	-4.0	-2.0
Cc1ccc(-n2nc(C)c(=O)c(-c3ccccc3)c2NC(=O)C(C)C)cc1	10.9	-8.5	0.4	0.4	-1.8	0.3	-2.6	3.7	6.7
CCC(C)c1ccc(NC(=O)c2ccco2)cc1 (stereo not drawn)	-7.3	2.4	-0.4	3.3	6.0	-0.9	-1.2	-1.6	2.3
O=C(NCCc1ccccc1F)c1[nH]c(C(F)(F)F)nc1-c1ccccc1	-13.3	3.0	-3.0	4.2	-6.5	7.4	6.1	6.4	-7.0

Sorted by molecular weight (rising): some entries from above.
SMILES	CHRM1 antagonist	M5 antag	M4 antag	TAAR1 ag	M1 PAM	CHRM4 agonist	M1 ag	M5 ag	M5 PAM
Clc1ccc(Sc2ccccn2)cc1	17.1	-3.4	-10.9	1.4	-8.8	0.0	-0.1	1.7	1.6
CCC(C)c1ccc(NC(=O)c2ccco2)cc1 (stereo not drawn)	-7.3	2.4	-0.4	3.3	6.0	-0.9	-1.2	-1.6	2.3
Cc1ccc(-n2nc(C)c(=O)c(-c3ccccc3)c2NC(=O)C(C)C)cc1	10.9	-8.5	0.4	0.4	-1.8	0.3	-2.6	3.7	6.7
CCn1nc(C(=O)NCCc2ccc(S(N)(=O)=O)cc2)c2ccccc2c1=O	-13.0	-13.2	-0.7	3.9	10.5	3.1	-1.5	1.6	5.0
COc1ccc([N+](=O)[O-])cc1-c1[nH]c(-c2ccc(C(=O)O)cc2)nc1-c1ccccc1	-11.5	-13.8	-0.7	-0.5	5.6	-0.2	-5.7	-1.9	-1.1
Cc1cc(NC(=O)CSc2cn(CCNC(=O)c3ccc(F)cc3)c3ccccc23)no1	-21.0	0.5	8.9	9.2	3.8	6.6	-1.6	0.7	-1.0

Some of the compounds tested; rates above refer to the full screens.
